SKN-1 block: suppressors of acrylamide-induced Pgst-4::GFP reporter in worms, primary screen, SKN-1 inhibitor project, whole organism, uHTS, GFP/RFP fluorescence ratio, strain VP596. inhibition, % at 21.8 µM. 360,000 tested, 0.49% active. C. elegans VP596 Pgst-4::GFP/RFP ratio, 24 h. AID 624304, 2012;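 active means interference check ratio from 0.5 to 1.5 plus GFP to RFP signal ratio inhibition reaching or exceeding a fixed threshold, cut at about 30% in these data, passing the limit was not always enough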; further: some compounds called inactive have numbers as strong as hits
FAS TE block: FAS thioesterase domain inhibitors, primary screen, biochemical, fluorescence intensity, uHTS; recombinant FAS-TE, OMFH fluorogenic substrate, fluorescence endpoint; inhibition, % at 15 µM; 360,000 tested, 0.67% active;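 active means compounds whose normalised, plate-corrected inhibition of enzyme fluorescence in the single-dose primary screen is 50% or more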;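 further: 0% = DMSO with enzyme and 100% = substrate without enzyme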
MT1-MMP act inh: blockers of MT1-MMP proenzyme processing, primary screen, HT1080 RFP-PRO-GFP cells, GFP/RFP fluorescence; GFP/RFP ratio fluorescence, overnight; percent of plate control window, DMSO zero; GFP/RFP ratio change, % at 20 µM; 360,000 tested, 0.061% active;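 active means GFP/RFP ratio change of at least 30% with cell ATP level not reduced by more than half and red fluorescence within 50% of control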; further: strong numbers were not always called active
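Assay system: HT1080 cells carrying an RFP-PRO-GFP reporter | Dosing: Single dose of 20 µM compound, 1% DMSO final | Incubation: Cells overnight before dosing, compound overnight, 37 °C, 5% CO2 | Evaluation: GFP/RFP fluorescence ratio | Control set: DMSO and RFP-L50D-GFP cell wells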
Neddyl block: inhibitors of cullin neddylation, primary screen, biochemical, TR-FRET, uHTS, NAE and Ubc12 | NEDD8-conjugating enzyme Ubc12 (Homo sapiens) + NEDD8-activating enzyme E1 regulatory … | calls only at 25 µM | 360,000 tested, 0.58% active | AID 651699, 2012; in the data active means inhibition above about 36%
Target sequence (P61081 whole entry, looked up): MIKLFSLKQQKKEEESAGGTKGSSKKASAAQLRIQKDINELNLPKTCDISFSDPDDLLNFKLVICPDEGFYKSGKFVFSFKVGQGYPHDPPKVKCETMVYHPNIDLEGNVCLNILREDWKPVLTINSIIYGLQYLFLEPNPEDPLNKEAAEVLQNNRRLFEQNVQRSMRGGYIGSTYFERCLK
Target sequence (Q13564 whole entry, looked up): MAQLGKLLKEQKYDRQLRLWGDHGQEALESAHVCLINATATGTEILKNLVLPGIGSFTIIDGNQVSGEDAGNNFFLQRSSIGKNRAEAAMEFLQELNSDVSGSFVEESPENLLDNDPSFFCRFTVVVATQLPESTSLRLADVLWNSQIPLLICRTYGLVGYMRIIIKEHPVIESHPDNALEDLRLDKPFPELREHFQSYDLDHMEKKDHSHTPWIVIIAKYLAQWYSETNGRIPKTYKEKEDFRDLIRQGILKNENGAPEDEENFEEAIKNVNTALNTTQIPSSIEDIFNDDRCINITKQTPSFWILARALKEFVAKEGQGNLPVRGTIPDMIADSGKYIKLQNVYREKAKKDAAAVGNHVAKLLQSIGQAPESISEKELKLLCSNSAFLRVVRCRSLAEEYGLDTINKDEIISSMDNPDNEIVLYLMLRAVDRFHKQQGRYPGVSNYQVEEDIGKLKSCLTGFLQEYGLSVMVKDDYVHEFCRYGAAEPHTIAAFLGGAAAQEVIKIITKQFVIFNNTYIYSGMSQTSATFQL
bovine MsrA act: bovine MsrA enzyme activators, primary screen, biochemical, absorbance, HTS; activation, % at 10.6 µM; purified bovine MsrA, absorbance read-out; 360,000 tested, 0.3% active; AID 602163, 2012; in the data active means activation above about 7.5%;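 further: 0% = vehicle and 100% = reference activator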
eLon inh: inhibitors of E. coli Lon protease, primary screen, biochemical, fluorescence polarization. AID 602123, 2011. P0A9M0. inhibition, % at 7.94 µM. 360,000 tested, 0.42% active. purified E. coli Lon protease; in the data active means inhibition above about 13%, passing the limit was not always enough;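 further: 0% = enzyme with probe and DMSO and 100% = no enzyme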
MsrA inhibitor: bovine MsrA enzyme inhibitors, primary screen, biochemical, absorbance, HTS. inhibition, % at 15.5 µM. purified bovine MsrA, absorbance read-out. Methionine sulfoxide reductase A (Bos taurus). 360,000 tested, 0.75% active. AID 651718, 2012; in the data active means inhibition above about 4.5%;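 further: 0% = vehicle wells with enzyme and 100% = reference inhibitor wells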
Rin1-Abl PPI inh: inhibitors of Rin1-Abl protein binding, primary screen, biochemical, TR-FRET. Tyrosine-protein kinase ABL1 (Homo sapiens) + Ras and Rab interactor 1 (Homo sapiens), …. inhibition, % at 7.35 µM. 360,000 tested, 0.4% active; in the data active means inhibition above about 5%, passing the limit was not always enough
CendR NRP1 mod: modulators of CendR peptide binding to NRP-1, primary screen, biochemical, fluorescence polarization, uHTS; Neuropilin-1 (Homo sapiens), O14786; FAM-RPARPAR peptide binding to NRP-1; inhibition, % at 25 µM; 360,000 tested, 0.85% active; AID 602438, 2012;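 active means inhibition or corrected inhibition above about 18%, plus a signal ratio from 0.5 to 1.5, limit read from the data, passing the limit was not always enough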; further: strong numbers were not always called active
Numbers without * were called inactive. Compounds were not picked by outcome; overall some 4.2% were active at least once.

`O=C(O)C1CCCCC1C(=O)Nc1ccccc1C(=O)N1CCN(c2ccc(F)cc2)CC1` (configuration not stated) gave SKN-1 block -6, FAS TE block -8, MT1-MMP act inh 4, Neddyl block inactive, bovine MsrA act -9, eLon inh 1, MsrA inhibitor 0.0, Rin1-Abl PPI inh 0 and CendR NRP1 mod -1.
`O=C(CNC(=O)C1CCCCC1)OCC(=O)c1cccc(Cl)c1` gave SKN-1 block 6, FAS TE block -9, MT1-MMP act inh 3, Neddyl block inactive, bovine MsrA act -5, eLon inh 5, MsrA inhibitor 0.0, Rin1-Abl PPI inh 1 and CendR NRP1 mod -3.
Cc1ccccc1-n1c(=O)n(CCc2ccccc2)c(=O)c2[nH]cnc21 was read as SKN-1 block -7, FAS TE block -4, MT1-MMP act inh 0, Neddyl block inactive, bovine MsrA act -1, eLon inh -6, MsrA inhibitor 1.1, Rin1-Abl PPI inh 0 and CendR NRP1 mod 22.
COc1ccc(Cl)cc1N(CC(=O)Nc1cccc(SC)c1)S(C)(=O)=O was read as SKN-1 block 1, FAS TE block 13, MT1-MMP act inh 3, Neddyl block inactive, bovine MsrA act -3, eLon inh 1, MsrA inhibitor 1.1, Rin1-Abl PPI inh 3 and CendR NRP1 mod -8.
For CC(NS(=O)(=O)c1ccc(Cl)cc1)C(=O)OCC(=O)Nc1ccc(N(C)C)cc1 (configuration not stated) the results were SKN-1 block -5, FAS TE block -3, MT1-MMP act inh 4, Neddyl block inactive, bovine MsrA act -3, eLon inh -7, MsrA inhibitor 0.0, Rin1-Abl PPI inh 4 and CendR NRP1 mod -3.
`c1ccc(OCc2nc(-c3ccccc3)no2)cc1` gave SKN-1 block 12, FAS TE block 6, MT1-MMP act inh 1, Neddyl block inactive, bovine MsrA act -6, eLon inh -4, MsrA inhibitor -0.1, Rin1-Abl PPI inh 0 and CendR NRP1 mod 7.
Screening CCCCN(C)c1c(C)nc2ccc(C(=O)NCc3ccc(OC)cc3)cn12 returned SKN-1 block -11, FAS TE block 6, MT1-MMP act inh -1, Neddyl block inactive, bovine MsrA act -1, eLon inh 10, MsrA inhibitor 0.3, Rin1-Abl PPI inh -3 and CendR NRP1 mod 3.
Screening CC1=C(C(=O)Nc2ccccc2F)C(c2ccsc2)C2=C(CC(c3ccccc3)CC2=O)N1 (configuration not stated) returned SKN-1 block -14, FAS TE block 12, MT1-MMP act inh -5, bovine MsrA act -7, eLon inh -2, MsrA inhibitor -0.7, Rin1-Abl PPI inh 1 and CendR NRP1 mod -6.
For Nc1ccc(CSc2ccccc2)cc1 the results were SKN-1 block 3, FAS TE block -2, MT1-MMP act inh 2, Neddyl block inactive, bovine MsrA act -3, eLon inh 0, MsrA inhibitor 0.1, Rin1-Abl PPI inh -3 and CendR NRP1 mod 2.
O=C(COc1ccc(/C=N/NC(=O)c2cc3ccccc3o2)cc1Br)Nc1ccccc1 was read as SKN-1 block 11, FAS TE block 3, MT1-MMP act inh -54, bovine MsrA act -3, eLon inh -10, MsrA inhibitor 1.3, Rin1-Abl PPI inh 0 and CendR NRP1 mod -22.
COc1cccc(/C=C2\CC(C)Cc3c2nc2ccccc2c3C(=O)O)c1OC (configuration not stated) was read as SKN-1 block 40*, FAS TE block -5, MT1-MMP act inh 0, Neddyl block inactive, bovine MsrA act -3, eLon inh 3, MsrA inhibitor 2.6, Rin1-Abl PPI inh 1 and CendR NRP1 mod 11.
CCN1C(=O)N[C@@H](c2cccc(C(F)(F)F)c2)[C@H](C(C)=O)[C@H]1C was read as SKN-1 block 15, FAS TE block -7, MT1-MMP act inh 2, Neddyl block inactive, bovine MsrA act 2, eLon inh -8, MsrA inhibitor 0.3, Rin1-Abl PPI inh 1 and CendR NRP1 mod 13.
CCOC(=O)/C(=N\Nc1ncnc2ccccc12)c1ccc(C)cc1 was read as SKN-1 block 12, FAS TE block 11, MT1-MMP act inh -2, Neddyl block inactive, bovine MsrA act -3, eLon inh -20, MsrA inhibitor 0.4, Rin1-Abl PPI inh -3 and CendR NRP1 mod -4.
Cc1ccc(OCC(=O)NCc2ccco2)cc1C was read as SKN-1 block -14, FAS TE block -11, MT1-MMP act inh -2, Neddyl block inactive, bovine MsrA act -5, eLon inh -2, MsrA inhibitor 2.0, Rin1-Abl PPI inh -2 and CendR NRP1 mod -15.
For COc1ccc(-n2nnnc2SCC(=O)N2C(C)CCCC2C)c(OC)c1 (configuration not stated) the results were SKN-1 block -4, FAS TE block -6, MT1-MMP act inh 18, Neddyl block inactive, bovine MsrA act -1, eLon inh -4, MsrA inhibitor -0.7, Rin1-Abl PPI inh -1 and CendR NRP1 mod 10.

Reprinted from the part before: two compounds, then new ones.
Cc1ccc(OCC(=O)NCc2ccco2)cc1C was read as SKN-1 block -14, FAS TE block -11, MT1-MMP act inh -2, Neddyl block inactive, bovine MsrA act -5, eLon inh -2, MsrA inhibitor 2.0, Rin1-Abl PPI inh -2 and CendR NRP1 mod -15.
For COc1ccc(-n2nnnc2SCC(=O)N2C(C)CCCC2C)c(OC)c1 (configuration not stated) the results were SKN-1 block -4, FAS TE block -6, MT1-MMP act inh 18, Neddyl block inactive, bovine MsrA act -1, eLon inh -4, MsrA inhibitor -0.7, Rin1-Abl PPI inh -1 and CendR NRP1 mod 10.
Screening CSc1ncccc1C(=O)NCCc1ccc(Cl)cc1 returned SKN-1 block -7, FAS TE block -4, MT1-MMP act inh 6, Neddyl block inactive, bovine MsrA act -11, eLon inh -4, MsrA inhibitor 1.6, Rin1-Abl PPI inh 0 and CendR NRP1 mod -4.
For CN1C(=O)/C(=C/c2ccccc2Cl)Sc2ccc(C(=O)N3CCCC3)cc21 the results were SKN-1 block -8, FAS TE block -6, MT1-MMP act inh -2, Neddyl block inactive, bovine MsrA act -4, eLon inh -9, MsrA inhibitor 1.4, Rin1-Abl PPI inh 1 and CendR NRP1 mod -8.
Cc1ccc(S(=O)(=O)Nc2cc(=O)[nH]c3c2CCC3)cc1 was read as SKN-1 block 13, FAS TE block 3, MT1-MMP act inh 3, Neddyl block inactive, bovine MsrA act -8, eLon inh 4, MsrA inhibitor -0.4, Rin1-Abl PPI inh -1 and CendR NRP1 mod 7.
Screening CCOC(=O)N1CCN(C(=O)c2ccc(OC)c(S(=O)(=O)N3CCOCC3)c2)CC1 returned SKN-1 block 10, FAS TE block -6, MT1-MMP act inh 0, Neddyl block inactive, bovine MsrA act -8, eLon inh -2, MsrA inhibitor -0.3, Rin1-Abl PPI inh 0 and CendR NRP1 mod 11.
COc1cc(/C=N/NC(=O)COc2c(C)cc([N+](=O)[O-])cc2C)ccc1OC(=O)c1ccccc1 was read as SKN-1 block 7, FAS TE block 22, MT1-MMP act inh -4, Neddyl block inactive, bovine MsrA act -6, eLon inh -2, MsrA inhibitor 0.4, Rin1-Abl PPI inh 6 and CendR NRP1 mod -7.
Screening O=C(NCC1CCCO1)/C(=C\c1ccco1)NC(=O)c1ccc(Cl)cc1 (configuration not stated) returned SKN-1 block 4, FAS TE block -10, MT1-MMP act inh 0, Neddyl block inactive, bovine MsrA act -3, eLon inh -3, MsrA inhibitor 1.5, Rin1-Abl PPI inh -2 and CendR NRP1 mod -3.
O=C(CNC(=O)N1CC(=O)Nc2ccccc21)NCc1ccccc1Cl was read as SKN-1 block 3, FAS TE block -8, MT1-MMP act inh 2, Neddyl block inactive, bovine MsrA act -4, eLon inh -1, MsrA inhibitor 0.0, Rin1-Abl PPI inh 1 and CendR NRP1 mod 13.
CCCCNC(=O)c1c(CSc2ccc(Cl)cc2)noc1C(=O)NCCC was read as SKN-1 block 12, FAS TE block 25, MT1-MMP act inh 3, Neddyl block inactive, bovine MsrA act 0, eLon inh -5, MsrA inhibitor 1.0, Rin1-Abl PPI inh 2 and CendR NRP1 mod 31*.
For O=C(c1ccc(Br)cc1)N(C1=NCCCCS1)c1ccccc1 the results were SKN-1 block -15, FAS TE block 4, MT1-MMP act inh -3, Neddyl block inactive, bovine MsrA act -1, eLon inh -2, MsrA inhibitor -0.8, Rin1-Abl PPI inh 0 and CendR NRP1 mod 10.
`COc1ccc(NC(=O)N2CCC(NC(=O)c3ccco3)CC2)cc1` gave SKN-1 block -6, FAS TE block -7, MT1-MMP act inh 6, Neddyl block inactive, bovine MsrA act -5, eLon inh -7, MsrA inhibitor -0.4, Rin1-Abl PPI inh 0 and CendR NRP1 mod -2.
`O=C(COC(=O)c1ccccc1Br)NCCc1ccc(F)cc1` gave SKN-1 block 2, FAS TE block 3, MT1-MMP act inh -3, Neddyl block inactive, bovine MsrA act -3, eLon inh 9, MsrA inhibitor 0.1, Rin1-Abl PPI inh 0 and CendR NRP1 mod 11.
CCc1ccc(NC(=O)CSc2nnc(CNC(=O)c3ccco3)o2)cc1 was read as SKN-1 block -9, FAS TE block -9, MT1-MMP act inh 1, Neddyl block inactive, bovine MsrA act -2, eLon inh -4, MsrA inhibitor -0.5, Rin1-Abl PPI inh 4 and CendR NRP1 mod 6.
`C=CCn1c(=N)n(CC(=O)c2ccc(Cl)cc2)c2ccccc21` gave SKN-1 block 1, FAS TE block -3, MT1-MMP act inh 3, Neddyl block inactive, bovine MsrA act 0, eLon inh -8, MsrA inhibitor 1.0, Rin1-Abl PPI inh 0 and CendR NRP1 mod 0.
`CN(C)c1ccc(NC(=O)/C=C/c2c(Cl)cccc2Cl)cc1` gave SKN-1 block 6, FAS TE block -2, MT1-MMP act inh 3, Neddyl block inactive, bovine MsrA act -4, eLon inh -12, MsrA inhibitor 1.9, Rin1-Abl PPI inh -2 and CendR NRP1 mod -10.
`O=C(Cc1coc2cc(O)ccc12)NNC(=O)c1ccc(Br)s1` gave SKN-1 block 5, FAS TE block 2, MT1-MMP act inh 1, Neddyl block inactive, bovine MsrA act -4, eLon inh -5, MsrA inhibitor -0.6, Rin1-Abl PPI inh 2 and CendR NRP1 mod 0.
`Cc1ccc(/C=C/C(=O)Nc2ncc(C)s2)o1` gave SKN-1 block 4, FAS TE block -12, MT1-MMP act inh -1, Neddyl block inactive, bovine MsrA act -7, eLon inh -2, MsrA inhibitor 3.2, Rin1-Abl PPI inh -1 and CendR NRP1 mod -13.
`CC(C)CCNC(=O)CN(CC1CCCO1)C(=O)CCC(=O)Nc1ccccn1` (configuration not stated) gave SKN-1 block -6, FAS TE block -8, MT1-MMP act inh 3, Neddyl block inactive, bovine MsrA act -8, eLon inh -15, MsrA inhibitor -0.1, Rin1-Abl PPI inh 1 and CendR NRP1 mod -1.
`COc1cc2cc(C(=O)N(C)Cc3ccccc3)[nH]c2cc1OC` gave SKN-1 block -2, FAS TE block -5, MT1-MMP act inh 2, Neddyl block inactive, bovine MsrA act -1, eLon inh 1, MsrA inhibitor 1.1, Rin1-Abl PPI inh 2 and CendR NRP1 mod 0.
CCCc1cc(=O)[nH]c2nnc(SCC(=O)Nc3ccc(C(C)=O)cc3)n12 was read as SKN-1 block -4, FAS TE block -3, MT1-MMP act inh -1, Neddyl block inactive, bovine MsrA act -2, eLon inh -18, MsrA inhibitor -0.5, Rin1-Abl PPI inh 0 and CendR NRP1 mod 0.
`COCCNC(=O)C(OC(=O)c1ccco1)c1ccccc1OC` (configuration not stated) gave SKN-1 block -9, FAS TE block -7, MT1-MMP act inh 2, Neddyl block inactive, bovine MsrA act -1, eLon inh 1, MsrA inhibitor -0.3, Rin1-Abl PPI inh 1 and CendR NRP1 mod 14.
CSc1ccc(/C=N/NC(=O)c2sccc2C)cc1 was read as SKN-1 block -6, FAS TE block -6, MT1-MMP act inh 5, Neddyl block active, bovine MsrA act -9, eLon inh 0, MsrA inhibitor 2.4, Rin1-Abl PPI inh 4 and CendR NRP1 mod 7.
